Compound activity deposited in PubChem BioAssay by National Center for Advancing Translational Sciences (NCATS).
N370S GC mod = inhibitors or activators of N370S glucocerebrosidase for Gaucher disease; P04062; N370S GC spleen homogenate, 4MU-glucoside fluorescence; Potency, µM (titrated, usually from 59.4 µM), without a hit: at the highest dose activity change, negative = inhibition, usual class: inhibitors; actives 0.092% (n = 330,000); AID 2101;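 note: 0% = full enzyme activity and -100% = no enzyme basal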
TDP1 inh = inhibitors of human tyrosyl-DNA phosphodiesterase TDP1; Q9NUW8; recombinant TDP1, AlphaScreen DNA substrate cleavage; Potency, µM (titrated, usually from 130 µM), inactives show top-dose activity change, negative = inhibition, usual class: inhibitors; actives 0.28% (n = 350,000); AID 485290; note: nearly all actives have a fitted effect of over 40% in size
Target sequence (Q9NUW8 whole entry, looked up): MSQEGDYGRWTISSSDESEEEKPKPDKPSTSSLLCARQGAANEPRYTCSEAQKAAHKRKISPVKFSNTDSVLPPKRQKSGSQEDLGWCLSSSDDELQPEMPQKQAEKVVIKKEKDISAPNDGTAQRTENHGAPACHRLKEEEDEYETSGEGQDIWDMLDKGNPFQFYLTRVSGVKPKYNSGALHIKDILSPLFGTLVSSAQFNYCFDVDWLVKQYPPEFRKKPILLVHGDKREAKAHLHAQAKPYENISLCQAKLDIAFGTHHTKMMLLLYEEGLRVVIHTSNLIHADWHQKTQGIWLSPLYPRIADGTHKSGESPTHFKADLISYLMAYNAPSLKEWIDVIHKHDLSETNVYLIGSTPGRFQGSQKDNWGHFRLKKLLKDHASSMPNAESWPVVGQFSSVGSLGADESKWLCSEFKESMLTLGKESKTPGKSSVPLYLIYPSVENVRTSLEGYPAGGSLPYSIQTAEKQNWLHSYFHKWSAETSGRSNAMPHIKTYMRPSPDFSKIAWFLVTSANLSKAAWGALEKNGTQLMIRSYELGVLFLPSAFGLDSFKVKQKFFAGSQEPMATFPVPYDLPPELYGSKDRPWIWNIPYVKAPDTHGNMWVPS
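E. coli-derived human Tdp1, 1 nM final. Cpd preinc 15 min RT; substrate 15 nM final, 5 min RT; AS bead mix 10 ug/ml final, 10 min RT. Signal loss = tyrosine-FITC cleavage. No-enzyme wells = max signal.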
TDP1 cell noCPT = qHTS for Inhibitors of human tyrosyl-DNA phosphodiesterase 1 (TDP1): qHTS in cells in absence of CPT; AID 686978, 2013; actives 15% (n = 420,000); DT40 Tdp1-/- hTDP1 cells, no CPT, ATP luminescence, 48 h; Potency, µM (doses to about 46.2 µM), inactives show top-dose activity change, negative = growth inhibition, hits mostly inhibitors; note: nearly all actives have a fitted effect of over 55% in size
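Chicken DT40 Tdp1-/- cells stably complemented with human TDP1 were seeded at 400 cells/well with DMSO in place of 20 nM camptothecin. After compound pinning, cells grew at least 48 hr at 37 °C; viability read by CellTiter-Glo luminescence.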
* hit, by the source's call; ? = inconclusive; · = not tested or not shown; & = joins results of further samples; [ ] = dose if it differs, or a comment. Calls come from the whole dose curve; as a rule, active = well fitted curve in the direction sought with a large enough effect; inconclusive = small, poorly fitted or top-dose-only effect, or another doubt; inactive = no such curve, though single readings can be large; an effect the other way counts as inactive or inconclusive. Unless noted, % is set by controls: 0 for no effect and ±100 for the full control effect; potency is the fitted concentration of half-maximal effect. This is a subset, so the mix of outcomes need not match the whole.

SMILES	N370S GC mod	TDP1 inh	TDP1 cell noCPT
CC(=O)c1cccc(CN2CCN(CC=C(C)C)C(CCO)C2)c1 (configuration not stated)	0%	0%	6%
CC(=O)c1c(C)nc2cc(Cl)ccc2c1N	-13%	3%	-11%
Cc1onc(-c2ccccc2)c1C(=O)Nc1ccc(C(=O)N2CCCCC2)cc1	4%	·	2%
Cc1ccc(NC(=O)c2ccc(NCCc3ccccc3)c([N+](=O)[O-])c2)cc1F	-21%	0%	?
COc1ccc(N(CC(O)Cn2c3ccccc3c3ccccc32)S(=O)(=O)c2ccccc2)cc1 (configuration not stated)	·	3%	?
CCn1c(SCC(=O)N(Cc2ccccc2)C2CCS(=O)(=O)C2)nc2ccccc2c1=O (configuration not stated)	-5%	7%	-25%
COC(=O)[C@H](Cc1ccccc1)NC(=O)NCc1ccc(C)cc1	3%	7%	-23%
Cc1cccc(OCC(=O)NCc2nc(-c3ccccc3)no2)c1	-1%	-1%	-3%
CCOC(=O)CCNC(=O)N1CCCC(C(=O)c2ccccc2SC)C1 (configuration not stated)	-5%	6%	-7%
CC(=O)c1ccc(N(CC(=O)NC2CCCCC2)C(=O)c2csnn2)cc1	-6%	1%	?
COc1ccc(OC)c(S(=O)(=O)N2CCN(C(=O)c3ccco3)CC2)c1	-10%	2%	1%
O=C(CCC1CCCN(C(=O)Cc2cccc(F)c2)C1)N1CCN(c2ccccn2)CC1 (configuration not stated)	-4%	0%	-20%
O=S(=O)(NCC1CCCO1)c1cc(Cl)ccc1Br (configuration not stated)	-14%	7%	3%
Cc1cc(C(F)F)n2nc(C(=O)Nc3ccc(F)c(Cl)c3)nc2n1	·	-1%	?
O=C(NCCCN1CCCCC1)C1CCN(S(=O)(=O)N2CCC3(CC2)OCCO3)CC1	6%	6%	22%
CC[C@]12c3[nH]c4cc(CCC(=O)N(C)C)ccc4c3CCN1C(=O)[C@@H](CC(=O)NC/C=C(\C)CCC=C(C)C)C[C@@H]2C(=O)N1CCN(C(=O)c2ccco2)CC1	·	2%[56.1 µM]	5.8µM*
CCc1cccc(NC(=O)CCCn2nc(CC)n3c(cc4occc43)c2=O)c1	1%	4%	?
CCOc1ccc(NC(=O)CCC(=O)NNC(=O)c2cccc([N+](=O)[O-])c2)cc1	·	1%	-1%
Cc1ccc2c(c1)CCCN2C(=O)CSc1ccccc1	3%	-4%	?
CN(c1cccc(NC(=O)c2ccccc2N(Cc2ccccc2)S(C)(=O)=O)c1)S(C)(=O)=O	0%	·	?

Full records, looked up by structure.
CN(c1cccc(NC(=O)c2ccccc2N(Cc2ccccc2)S(C)(=O)=O)c1)S(C)(=O)=O is listed with N370S GC mod: 0%; TDP1 inh: ·; TDP1 cell noCPT: ?
COc1ccc(N(CC(O)Cn2c3ccccc3c3ccccc32)S(=O)(=O)c2ccccc2)cc1 (configuration not stated) is listed with N370S GC mod: ·; TDP1 inh: 3%; TDP1 cell noCPT: ?
CCn1c(SCC(=O)N(Cc2ccccc2)C2CCS(=O)(=O)C2)nc2ccccc2c1=O (configuration not stated) is listed with N370S GC mod: -5%; TDP1 inh: 7%; TDP1 cell noCPT: -25%

Additional structures
SMILES	N370S GC mod	TDP1 inh	TDP1 cell noCPT
Cc1cc(C)n2nc(SCc3ccc(F)cc3Cl)nc2n1	10%	·	-12%
CCCn1c(C)cc(C(=O)CN2C(=O)c3cccc(N)c3C2=O)c1C	0%	0%	-17%
Cc1cc(C)cc(OCCCOc2cccc3cccnc23)c1	6%	-2%	16µM*
Cc1cc2cc(C)c3nnc(SCC(=O)Nc4ccc(S(=O)(=O)N5CCCCC5)cc4)n3c2cc1C	-2%	0%	3%
COc1cccc2c1Oc1ncccc1N(C(=O)CCC(=O)NCc1ccc(C)cc1)C2	-1%	4%&2%	-7%&-19%
Cc1cc(C)cc(OCC(=O)O/N=C(\N)c2ccccn2)c1	3%	5%	5%
O=C(CN1CCN(S(=O)(=O)c2ccc(F)cc2)CC1)c1ccc(O)c(O)c1	?	5%	23µM*
CC1CCCCN1CC(O)COc1ccc(OCC(O)CN2CCCCC2C)cc1 (configuration not stated)	1%	·	-27%
COc1cccc(Nc2ccc(Nc3cccc(OC)c3)nn2)c1	6%	5%	?
CC(C)n1c(SCC(=O)Nc2ccc(F)cc2)nnc1C1CC1	-7%	2%[56.1 µM]	1%
Cc1cc(NC(=O)c2ccc3c(c2)C(=O)N(Cc2cccnc2)C3=O)no1	-5%	7%	-2%
CC(C)(C)c1csc(NC(=O)Cn2cnc3ccccc3c2=O)n1	-1%	4%	?
CC(C)CCNC(=O)c1c(CSc2ccccc2)noc1C(=O)NCc1ccccc1	12%	-7%	-17%
CCOc1ccc(NC(=O)CN(C)C(=O)c2ccc(N3CCCC3)c([N+](=O)[O-])c2)cc1OCC	-16%	·	-20%
COc1cc(-c2noc(C3CC(=O)N(c4ccc5c(c4)OCCO5)C3)n2)cc(OC)c1OC (configuration not stated)	·	8%	?
CNC(=O)c1ccc(NC(=O)c2nsc3ccccc23)cc1	·	5%	?
CC(C)(C)c1ccc(S(=O)(=O)NCc2ccc(C(=O)NCc3ccccn3)cc2)cc1	0%	7%	18µM*
CC(C)(C)C1CCc2c(sc(NC(=O)c3noc4c3CCCC4)c2C#N)C1 (configuration not stated)	·	-5%	-6%
COc1cc(C)ccc1Oc1ncnc(N)c1[N+](=O)[O-]	-7%	·	-7%
CCCCS(=O)CC(O)COCC (configuration not stated)	-9%	2%	-3%
O=C(c1cc(-c2ccncc2)nc2ccccc12)N1CCN(c2ccccc2O)CC1	?	5%	?
COc1cc2c(cc1OC)C1=C(C#N)COCN1CC2	3%	8%	?
Cc1cc(C)nc(SCC(=O)Nc2ncc(Cc3cccc(Cl)c3)s2)n1	12%	0%	18µM*
CCc1nc(N2CCN(C(=O)c3ccccc3)CC2)c2c3c(sc2n1)CCCC3	-11%	0%	23µM*
Cc1cc(S(=O)(=O)Nc2cc3c(cc2N2CCOCC2)n(C)c(=O)c(=O)n3C)ccc1F	·	6%	-26%
Fc1ccc(/C=N/Nc2nccnc2Cl)cc1	-14%	-3%	-26%
CCC(=O)Nc1cc2c3c(c1)CCC(=O)N3CCC2	0%	3%	-22%
C=C1C(O)[C@@H]2O[C@]3(CC[C@H](/C=C/C(C)[C@@H]4CC(C)=CC5(O[C@H](C[C@@](C)(O)CO)CCC5O)O4)O3)CC[C@H]2O[C@@H]1C(O)CC(C)[C@H]1OC2(CCCCO2)CCC1C (some centres not stated)	·	0%	3.3µM*
CCOC(=O)c1nc2nc(C)c(Cl)c(=O)n2[nH]1	?	-6%	0%
COc1ccc(CNC(=O)[C@H](NC(=O)C2CCN(C(=O)[C@@H](N)CCSC)CC2)C(C)C)cc1	-9%	·	1%
O=C(COc1ccccc1)Nc1ccc(CSc2ccccc2)cc1	17%	4%	-14%
COc1ccc(OC)c(S(=O)(=O)N2CCC(C(=O)NCC3CCCO3)CC2)c1 (configuration not stated)	2%	1%	-24%
O=c1ccc2ccc(OS(=O)(=O)O)cc2o1	?	4%	·
COc1ccccc1C1CCN(c2cc(O)ccc2[N+](=O)[O-])CC1	1%	11%	?
CCOC(=O)NNS(=O)(=O)c1cc(Br)ccc1Br	0%	-5%	1%
CCO[C@@H]1OC(C(=O)Nc2ccccc2)=C[C@H](c2ccc3c(c2)OCO3)[C@H]1CCCO	20%	1%	?
CC(C)(C)S(=O)(=O)c1c(C(=O)O)cccc1C(=O)O	-23%	3%	-1%
Cc1n[nH]c(C)c1CCN(C)Cc1cn(C)nc1-c1ccc2c(c1)OCCO2	7%	3%	-3%
Cc1cc(C)n(-c2nnc(NC(C)(C)C)nn2)n1	-2%	3%	-13%
COc1ccc(CCN2CC(C(=O)N3CCC(O)(c4ccccc4)CC3)CCC2=O)cc1 (configuration not stated)	-3%	1%	-27%
c1ccc([C@H]2NCCc3c2[nH]c2ccccc32)cc1	1%[12.8 µM]	9%[21 µM]	·
CC(C)c1[nH]nc2c1C(Cc1ccccc1)C(C#N)=C(N)O2 (configuration not stated)	-20%	7%	-2%
NNC(=O)C(=O)Nc1ccc(Cl)c(Cl)c1	10%	·	?
COc1cc(C(=O)NCC2(c3ccccc3)CCCC2)cc(OC)c1OC	2%	5%	15µM*
O=[N+]([O-])c1ccc(Oc2ccc(OCc3ccccc3)cc2)nc1	-9%	·	-7%
COc1ccc(NCC(=O)Nc2ccc(Br)cc2F)c(OC)c1	3%	6%	13µM*
CCOC(=O)c1cccc(NC(=O)CCCn2nc(C)c3c(C)n(-c4ccccc4)nc3c2=O)c1	·	0%	?
O=C1Nc2ccccc2C(O)(C(=O)NCc2ccco2)N1c1ccc(Cl)cc1 (configuration not stated)	10%	-2%	?
Cc1cc(/C=N\NC(=O)c2cccs2)c(C)n1-c1ccc2ncccc2c1	-5%	9%	10µM*
COC(=O)[C@@]1(Cc2ccccc2)[C@H]2c3cc(C(=O)N4CCCC4)n(CCSCCO)c3C[C@H]2CN1C(=O)c1ccccc1	3%&1%	11%&10%	·
CC1=C(C#N)C(NC(=O)C2CC2)(C(F)(F)F)C(=O)N1 (configuration not stated)	-3%	3%	8%
Cc1cccc(C)c1NC(=O)CN(c1ccccn1)S(=O)(=O)c1ccccc1	-2%	-1%	1%
O=C(Nc1cccc(-c2cscn2)c1)C1CCN(Cc2ccc(CO)o2)CC1	?	1%	?
C=C1CCC[C@]2(C)C[C@H]3OC(=O)[C@H](CNCCc4ccccc4OC)C3CC12 (some centres not stated)	9%	-6%	?
CSc1ccc2c(c1)N(CC[C@H]1CCCCN1C)c1ccccc1S2	-10%[21.6 µM]	16%[21 µM]	·
O=C(c1ccc(F)cc1)N1CCCN(c2nc(-c3ccccc3)ns2)CC1	26%	0%	-18%
CC(=O)N(Cc1cccnc1)c1nc2ccc(F)cc2s1	·	3%	-7%
COc1ccc(C(=O)COC(=O)c2cc(-c3ccccc3)nc3c(C)cccc23)cc1	·	-2%[12.3 µM]	?
CNC(=O)c1[nH]nc2c1CCc1cc(OC)ccc1-2	2%	·	?
CC1CCN(Cc2c(O)ccc3c2O/C(=C\c2ccco2)C3=O)CC1	-4%	-3%	-15%

Exported with two lines to a compound: part of the list above
Sequence of screens: N370S GC mod | TDP1 inh | TDP1 cell noCPT
CCOC(=O)c1cccc(NC(=O)CCCn2nc(C)c3c(C)n(-c4ccccc4)nc3c2=O)c1
→ · | 0% | ?
O=C(Nc1cccc(-c2cscn2)c1)C1CCN(Cc2ccc(CO)o2)CC1
→ ? | 1% | ?
CSc1ccc2c(c1)N(CC[C@H]1CCCCN1C)c1ccccc1S2
→ -10%[21.6 µM] | 16%[21 µM] | ·

Continued.
SMILES	N370S GC mod	TDP1 inh	TDP1 cell noCPT
CCn1c(C)cc(O)cc1=O	-4%	7%	0%
Cc1ccccc1Nc1nc(N)nc(CSc2nc3ccccc3c(=O)n2CCCO)n1	-10%	7%	18µM*
Cc1ccccc1Nc1nc(N)nc(COC(=O)c2cccc(S(=O)(=O)N(C)c3ccccc3)c2)n1	0%	0%	?
CCOc1cc(C(=O)Nc2cc(C(=O)OC)ccc2C)ccc1OCC(=O)N1CCOCC1	·	-1%	-1%
COc1ccc(Cl)cc1N1C(=O)c2cccnc2C1=O	-5%	·	1%
COc1cc(/C=N/NC(=O)C2(O)c3ccccc3-c3ccccc32)ccc1O	3%	0%	4%
Cc1cccc(N2CCN(C(=O)c3cc4cc(F)ccc4[nH]3)CC2)c1C	-2%	·	?
O=C(NCC1CCCN1S(=O)(=O)c1cccs1)C(=O)Nc1ccccc1 (configuration not stated)	7%	-6%	?
Cc1ccc(/C=C2\SC(=S)N(CCC(=O)NNC(=O)c3cccc(O)c3)C2=O)cc1	15%	0%	?
Cc1sc2ncnc(N3CCC(C(=O)Nc4ccc(OC(F)F)c(Cl)c4)CC3)c2c1C	·	-1%	?
O=C(COc1ccc(F)cc1)NCCN1CCCC1	0%	·	-2%
CCCCCCC(=O)N1CCC(c2nc3c(nnn3Cc3ccccc3Cl)c(=O)[nH]2)CC1	?	11%	?
COc1ccc(CN(C)C2CCN(C)CC2)cc1OC	-10%	·	4%
COc1ccc(N2CC(NC(=O)COc3ccccc3)CC2=O)cc1OC (configuration not stated)	·	0%	7%
CSc1ccc(C(=O)C2CCCN(C(=O)c3ccc(C)nc3)C2)cc1 (configuration not stated)	4%	·	?
COc1ccc(NS(=O)(=O)c2cc3c(cc2C)NC(=O)CO3)c(OC)c1	0%	1%	?
CCCc1cc(SCC(=O)Nc2c(C)n(C)n(-c3ccccc3)c2=O)n2c(nc3ccccc32)c1C#N	4%	5%	-4%
O=C(CSCCO)N1CCc2ccccc21	1%	0%	11%
COc1ccc(NC(=O)c2cc(CN3CCCC3)on2)cc1Cl	·	7%	-11%
Cc1nc2ccc(C(=O)N3CCN(c4ccccn4)CC3)cc2s1	0%	2%	-13%
O=S(=O)(NC1=NCCCCC1)c1ccc(F)cc1F	·	0%	1%
